BRCA1 expr act – activators of BRCA1 expression; MCF7-BRCA1-FFLuc reporter, luminescence, 48 h; response scale: scaled: vehicle 0%, 10 µM genistein 100%; Potency, µM (top dose mostly 46.1 µM), for inactives: at the highest dose activation, most hits filed as activators; hit rate 1.1% among 380,000; also: potency is read from the fitted curve at half-maximal effect; nearly all actives have a fitted effect of over 80% in size; some results filed as inactive show a strong effect at the top dose
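Compounds are tested at multiple concentrations on MCF7 BRCA1-luciferase reporter cells seeded at 2000 per well; after 48 h, a single luminescence end-point is taken and curves fitted to the normalized data.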
TRPV1 agonist – activates the human vanilloid receptor TRPV1; Q8NER1; activation, % at 8.33 µM; AID 540275; hit rate 0.19% among 320,000; TRPV1-expressing cells, Fluo-8 calcium influx, agonist mode; in the data active = activation above about 80%; inconclusive = between about 30% and that limit; also: 0% is about no effect
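Cells expressing TRPV1 were dye-loaded with Fluo-8 and read kinetically: 10 s baseline, 3 min after compound (agonist portion), then 2 min after EC20 capsaicin (allosteric enhancer portion). Calcium-bound dye fluorescence at 480/520 nm.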
ELG1 genotox – induces genotoxicity in HEK293T cells with luciferase-tagged ELG1 | hit rate 1.3% among 330,000 | Potency, µM (highest dose often 46 µM), inactives show at the top dose activity change, positive = activation, most hits filed as activators | HEK293T ELG1-luciferase reporter, luminescence, 16 h; also: potency is read from the fitted curve at half-maximal effect; % of control where 0% means no effect; nearly all actives have a fitted effect of over 60% in size
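HEK293T cells expressing luciferase-tagged ELG1 were treated with compound or DMSO for 16 hr at 37°C. Luciferase activity was then read after 30 min with ONE-Glo at room temperature; rising signal flags genetic stress.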
PTAP TSG101 blk – blocks PTAP/TSG101 interaction to inhibit HIV-1 budding. Q99816. Fluorescence polarization, FITC-PTAP peptide / Tsg101 binding. Potency, µM (highest dose often 115 µM), for inactives: top-dose activity change, negative = inhibition, actives largely listed as inhibitors. 340,000 tested, under 10 active; active = well fitted inhibition curve with a large enough effect in the main read-out, with a control signal flat, not every such curve was filed as active; inconclusive = small, poorly fitted or top-dose-only effect, or effect the other way, or a change in a side signal; inactive = no such curve, though single readings can be large or run the other way; also: potency is read from the fitted curve at half-maximal effect; % of control where 0% means no effect
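Fluorescence anisotropy tracks displacement of a FITC-tagged PTAP peptide (50 nM) from the Tsg101 binding domain (10 uM), following a 20 min room-temperature incubation at pH 7.5.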
Eya2 inh – Eya2 (human) phosphatase inhibition; Potency, µM (highest dose often 76.9 µM), inactives show at the top dose activity, negative = inhibition, hits mostly inhibitors; O00167; hit rate 0.006% among 330,000; recombinant Eya2, OMFP fluorescence dephosphorylation (OMFP is methylfluorescein phosphate); also: potency is read from the fitted curve at half-maximal effect; % is scaled to controls: 0 for no effect and ±100 for the full control effect
Target sequence (O00167 whole entry, looked up): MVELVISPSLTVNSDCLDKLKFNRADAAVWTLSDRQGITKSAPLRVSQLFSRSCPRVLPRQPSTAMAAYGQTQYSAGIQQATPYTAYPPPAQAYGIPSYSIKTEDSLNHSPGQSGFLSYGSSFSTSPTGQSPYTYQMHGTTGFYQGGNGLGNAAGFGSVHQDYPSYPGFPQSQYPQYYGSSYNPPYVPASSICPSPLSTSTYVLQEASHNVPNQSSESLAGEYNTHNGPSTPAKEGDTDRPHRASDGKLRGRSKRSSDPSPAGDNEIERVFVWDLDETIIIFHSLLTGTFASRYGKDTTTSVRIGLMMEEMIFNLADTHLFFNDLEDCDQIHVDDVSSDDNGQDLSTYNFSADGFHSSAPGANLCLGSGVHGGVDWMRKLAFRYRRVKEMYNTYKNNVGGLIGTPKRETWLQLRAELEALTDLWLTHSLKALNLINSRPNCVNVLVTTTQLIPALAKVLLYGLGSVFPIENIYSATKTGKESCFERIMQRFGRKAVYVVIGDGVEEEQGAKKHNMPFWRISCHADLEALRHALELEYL
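Eya2 protein (added as 0.2 uM solution) was preincubated with compound for 10 min at ambient temperature in 50 mM HEPES pH 7.5, 50 mM NaCl, 5 uM MgCl2, 0.05% BSA, 1 mM DTT. OMFP (added at 50 uM) then reacted 10 min; fluorescence read at 485/525 nm.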
B2AR arrestin – recruits beta-arrestin to the human beta2-adrenergic receptor | hit rate 0.02% among 330,000 | Potency, µM (top dose mostly 46.1 µM), for the others: top-dose activation, actives largely listed as activators | P07550 | AID 492947 | beta-arrestin recruitment to beta2AR, cell-based reporter;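 also: potency is read from the fitted curve at half-maximal effect; 0% = DMSO controls and full agonism = EC100 isoproterenol or metaproterenol; nearly all actives have a fitted effect of over 65% in size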
Target sequence (P07550 whole entry, looked up): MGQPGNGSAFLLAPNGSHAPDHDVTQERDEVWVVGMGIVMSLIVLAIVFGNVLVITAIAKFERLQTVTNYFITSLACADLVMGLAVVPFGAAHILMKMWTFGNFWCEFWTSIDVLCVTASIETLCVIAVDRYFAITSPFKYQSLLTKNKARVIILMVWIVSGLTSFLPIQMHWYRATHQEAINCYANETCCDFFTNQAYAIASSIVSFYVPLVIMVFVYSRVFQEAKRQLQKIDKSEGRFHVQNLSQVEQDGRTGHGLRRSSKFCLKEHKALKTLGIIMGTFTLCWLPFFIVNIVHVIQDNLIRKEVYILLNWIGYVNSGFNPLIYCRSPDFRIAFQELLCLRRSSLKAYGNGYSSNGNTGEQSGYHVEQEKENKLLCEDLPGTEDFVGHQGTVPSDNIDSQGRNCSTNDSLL
S-ASM inh – blocks human secretory acid sphingomyelinase | Potency, µM (highest dose often 57.5 µM), inactives show at the highest dose activity change, negative = inhibition, hits mostly inhibitors | hit rate 0.006% among 340,000 | AID 504937 | P17405 | placental ASM, HMU-PC fluorogenic substrate, 60 min; also: potency is read from the fitted curve at half-maximal effect
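Steps: dispense placental human ASM, pin compound, wait 10 min at room temperature, add HMU-PC0 substrate at 9 uM final, incubate 60 min at 37 °C, add stop solution raising pH to 10, read fluorescence.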
USP2a inh – blocks human ubiquitin-specific protease USP2a | Potency, µM (titrated, usually from 38.3 µM), inactives show at the top dose activity change, negative = inhibition, usual class: inhibitors | USP2 core, Ub-CHOP2 coupled fluorogenic reporter, 485/531 | hit rate 0.01% among 330,000 | O75604 | AID 463254;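 also: potency is read from the fitted curve at half-maximal effect; plate controls were DMSO wells for no effect and full inhibition by NEM control for full effect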
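USP2 core (10nM final) preincubated 30min RT with compound in 20mM Tris-HCl pH 8.0, 2mM CaCl2, 2mM beta-mercaptoethanol, 0.05% CHAPS; 25nM Ub-CHOP2 plus 25nM reporter substrate added, fluorescence (Ex485/Em531) read after 60min.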
uPA surface inh – cell surface uPA generation inhibition. Potency, µM (top dose mostly 38.3 µM), for inactives: at the top dose activity change, negative = inhibition, hits mostly inhibitors. cell surface uPA generation assay, qHTS. hit rate 0.31% among 330,000; active = well fitted inhibition curve with a large enough effect; inconclusive = small, poorly fitted or top-dose-only effect; inactive = no such curve, though single readings can be large or run the other way; tested in mouse RAW 264.7 cells; also: potency is read from the fitted curve at half-maximal effect; % is scaled to controls: 0 for no effect and ±100 for the full control effect; nearly all actives have a fitted effect of over 55% in size
p53 reactivator – mutant p53 re-activation in reporter cells; H1299 p53-A138V BP100-luciferase reporter, luminescence, 24 h; Potency, µM (highest dose often 92.2 µM), for the others: at the top dose activity change, positive = activation, hits mostly activators; hit rate 0.063% among 320,000; AID 504706; also: potency is read from the fitted curve at half-maximal effect; % of control where 0% means no effect; nearly all actives have a fitted effect of over 45% in size
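H1299 (p53-null), stable ts p53-A138V + BP100-Luc; 1000 cells/well, Opti-MEM/10% FBS; cpd 4 pt, 1:5; 24 h, 37 deg C, 5% CO2; detection reagent 10 min RT; luminescence.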
Integrin act MD – integrin-mediated muscular dystrophy alleviation activation; Potency, µM (titrated, usually from 38.3 µM), inactives show top-dose activation, hits mostly activators; hit rate 0.064% among 350,000; alpha7betagal myoblasts, beta-gal FDG fluorescence, 48 h; AID 624291;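 also: potency is read from the fitted curve at half-maximal effect; 100% = response of the positive control SU9516; nearly all actives have a fitted effect of over 60% in size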
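alpha7betagal+/- myoblasts (passage 13, 250/well) treated 48 h at 37C with compounds at 1:260 dilution of DMSO stock. Lysed, then beta-galactosidase activity read as FDG fluorescence (ex 480/em 540) after 30 min, with pre-read for autofluorescence.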
The depositor's hits bear a star; ? = inconclusive; / = no result given; [ ] = remark or other dose. Unless noted, calls follow the shape of the dose curve; as a rule, active = well fitted curve in the direction sought with a large enough effect; inconclusive = small, poorly fitted or top-dose-only effect, or another doubt; inactive = no such curve, though single readings can be large; an effect the other way counts as inactive or inconclusive.

SMILES	BRCA1 expr act	TRPV1 agonist	ELG1 genotox	PTAP TSG101 blk	Eya2 inh	B2AR arrestin	S-ASM inh	USP2a inh	uPA surface inh	p53 reactivator	Integrin act MD
COc1ccc2c(C)c(CCC(=O)NC3CC3)c(=O)oc2c1C	37%	13	?	0%	13%	-1.0%	-1%	0%	2%	/	13%
O=C(CSc1nnc2c3ccccc3c3ccccc3c2n1)Nc1ccccc1	/	-2	1%	/	-19%	0.1%	/	4%	/	5%	/
CCOC(=O)C1CCC(CNCc2ccc(Cl)cc2)CC1 (stereo unspecified)	-5%	-2	-1%	1%	-2%	0.5%	0%	3%	7%	-4%	0%
O=C(CCN1C(=O)c2ccccc2C1=O)Nc1cc(F)ccc1F	0%	0	0%	-11%	-3%	-0.3%	-1%	4%	1%	-2%	-16%
Cc1ccc(NC(=O)CN2CCOCC2)cc1S(=O)(=O)N1CCCCC1	0%	/	-1%	0%	4%	-0.2%	0%	1%	-2%	-5%	-11%
O=C(COc1cccc(C(F)(F)F)c1)NCC(c1ccco1)N1CCCCC1 (stereo unspecified)	-16%	?	-3%	2%	1%	-0.1%	5%	2%	3%	10%	5%
CCOc1cc2[nH]c(=S)n(Cc3ccc(C(=O)NCCCN(CC)CC)cc3)c(=O)c2cc1OCC	-7%	-1	1%	-8%	-1%	0.3%	2%	4%	0%	1%	-41%
CCOC(=O)C1CCCN(C(=O)c2cc(-c3ccc(C)cc3)nc3ccccc23)C1 (stereo unspecified)	44%	9	0%	-4%	-4%	0.2%	-4%	-6%	-12%	-1%	-2%
COc1ccccc1NC(=O)CSc1nnc(-c2ccccn2)n1Cc1ccco1	-1%	-6	-5%	-5%	12%	0.2%	1%	-7%	0%	-5%	14%
COC(=O)c1nn(-c2ccc(OC)cc2)c(=O)cc1O	7%	0	-2%	0%	-21%	-0.3%	0%	0%	3%	4%	16%
CCCC(C(=O)O)N1C(=O)/C(=C2\C(=O)N(C)c3ccccc32)SC1=S (stereo unspecified)	-17%	-6	1%	-1%	10%	-0.4%	/	-8%	-1%	19%	-34%
Cc1ccc(NC(=O)CC2NCCNC2=O)cc1 (stereo unspecified)	9%	-1	1%	-3%	15%	-0.1%	0%	2%	2%	9%	-6%
CC(C)(C)NC(=O)C(c1ccco1)N(C(=O)c1csnn1)c1ccccc1 (stereo unspecified)	7%	2	1%	-4%	7%	-0.1%	4%	2%	/	2%	16%
COc1ccc(/C=C2/S/C(=N/N=C3\CC4CCC3(C)C4(C)C)NC2=O)cc1 (stereo unspecified)	6%	?	-2%	-4%	-15%	-0.4%	-3%	0%	-2%	-5%	29%
CC(C)(C)OC(=O)NC(CNCc1ccccc1)Cc1ccccc1 (stereo unspecified)	13%	?	-5%	-4%	-23%	-0.1%	-2%	5%	-1%	6%	-15%
CCCCCCCCCc1nc(N)n[nH]1	-4%	26	0%	-2%	8%	-0.3%	2%	2%	-2%	5%	-20%
CC(C)(C)OC(=O)N[C@H](C(=O)OC(C)(C)C)c1ccc(C(F)(F)F)cc1	-14%	?	2%	-2%	-6%	-1.4%	-8%	2%	19%	-2%	16%
CCOC(=O)c1ccoc1CSCc1ccc(C(=O)OC)o1	-5%	3	21µM*	0%	-2%	-0.4%	0%	0%	-1%	5%	-7%
CCC(C(=O)N1CCN(C(=O)c2ccco2)CC1)c1ccccc1 (stereo unspecified)	1%	-2	-1%	-4%	6%	-1.2%	-1%	0%	3%	-19%	-8%
CC(Oc1cc2oc(=O)c3c(c2cc1Cl)CCC3)C(=O)NCCCN1CCOCC1 (stereo unspecified)	5%	3	-2%[9.26 µM]	-3%	3%	-0.2%	34%[activator]	5%	0%	5%	-17%
S=C(NCCc1ccccc1)N1CCN(Cc2ccc(Cl)c(Cl)c2)CC1	-11%	8	-7%	-2%	-5%	-0.4%	-7%	2%	-9%	1%	23%
Cc1nn(-c2ccc(Cl)cc2Cl)c(=O)c2ccccc12	23%	-5	-1%	-2%	4%	-0.7%	2%	1%	7%	1%	5%
CCOC(=O)c1c(-c2ccc(-c3ccccc3)cc2)csc1NC(=O)CNCCN(C)C	-78%	3	-21%	7%	-17%	0.2%	?	3%	5%	-14%	-75%[inhibitor]
CN(C)CCNC(=O)c1c(CSc2ccccc2)noc1C(=O)NCc1ccccc1	-14%	2	6%	-2%	-9%	-0.3%	0%	6%	-12%	-2%	-19%
Cc1cc(C(C)(C)C)oc1C(=O)N(CC(=O)NC1CCCC1)Cc1ccc(F)cc1	-4%	30	3%	-5%	1%	0.0%	1%	0%	9%	-2%	-4%
CCOC(=O)C1CCN(C(=O)c2cc(COc3ccc(F)cc3F)on2)CC1	-1%	?	21µM*	/	-2%	-0.8%	-2%	-1%	-7%	?	-3%
CCN(CC)c1ccc(C=NNc2ccc([N+](=O)[O-])cn2)cc1	?	/	/	2%	/	/	-3%	/	0%	/	16%
CC1CCCN(C(=O)Cn2nnc(-c3ccc(N(C)C)cc3)n2)C1 (stereo unspecified)	-3%	1	2%	-2%	3%	-0.9%	1%	1%	-23%	14%	?
Cc1cc(/C=C2\SC(N)=NC2=O)c(C)n1-c1ccccc1	?	-3	7.3µM*	5%	14%	0.0%	35%[activator]	0%	-13%	?	3%
CCC1CCCCN1C(=O)c1ccc(OC2CCN(C(=O)C3CC3)CC2)cc1 (stereo unspecified)	-23%	-3	?	-4%	-4%	0.3%	6%	0%	-1%	6%	-25%
CN(Cc1ccccc1)C(=O)CSc1nc2cc(C(=O)N3CCC(C(N)=O)CC3)ccc2c(=O)n1-c1ccccc1	6%	2	1%	-7%	-19%	0.1%	5%	9%	7%	5%	0%
Cc1ccccc1CN(C)CCc1ccccn1	-8%	-2	-1%	-2%	?	0.2%	-3%	1%	27%	-3%	43%
CCOc1cccc2cc(-c3cn4cc(C)ccc4n3)c(=O)oc12	?	0	?	-6%	-9%	0.0%	12%	3%	-3%	6%	-1%
CC(C)(C)c1nnc(NC(=O)CCS(=O)(=O)c2ccccc2)s1	-52%	0	-6%	-5%	?	-0.3%	5%	-1%	-11%	-16%	-60%[inhibitor]
CSc1nnc(-c2cc(C)on2)n1-c1ccccc1	-29%	0	2%	-11%	0%	-0.5%	6%	-8%	4%	-1%	-14%
CN(C)c1cccc(Oc2nc3c(c(=O)n(C)c(=O)n3C)n2C)c1	-42%	-5	0%	-11%	-11%	-0.8%	-4%	0%	47%[activator]	/	11%
CC(Sc1nnc(-c2ccc(O)cc2)o1)C(=O)Nc1cccc2ccccc12 (stereo unspecified)	-5%	0	10%	-2%	7%	-0.1%	-17%	0%	-3%	7%	0%
CCC1(OC(=O)CN(C)C)C(=O)OCc2c1cc1n(c2=O)Cc2cc3c(N)cccc3nc2-1 (stereo unspecified)	?	/	/	-1%	/	/	3%	/	-13%	/	-23%
Cc1cc(C(=O)NNc2ccccc2F)no1	0%	1	9%	1%	?	-0.1%	1%	6%	4%	0%	8%
CC(=O)Nc1cccc(N/C=C(\C=O)c2nc3ccccc3o2)c1	-5%	0	11%	-7%	-2%	-0.1%	57%[activator]	2%	2%	13%	-3%

2 compounds from above, showing only USP2a inh and TRPV1 agonist:
canonical_smiles	USP2a inh	TRPV1 agonist
Cc1cc(C(=O)NNc2ccccc2F)no1	6%	1
CC(=O)Nc1cccc(N/C=C(\C=O)c2nc3ccccc3o2)c1	2%	0

Next structures follow:
SMILES	BRCA1 expr act	TRPV1 agonist	ELG1 genotox	PTAP TSG101 blk	Eya2 inh	B2AR arrestin	S-ASM inh	USP2a inh	uPA surface inh	p53 reactivator	Integrin act MD
O=C(NCCCn1ccnc1)C(=O)NCC1OCCN1S(=O)(=O)c1ccc(F)cc1 (stereo unspecified)	7%	0	0%	-4%	-7%	-4.0%	9%	6%	8%	2%	13%
O=C(COc1ccc(Cl)cc1)Nc1ccc(C(=O)NCc2cccnc2)cc1	-49%	14	-6%	-2%	-2%	0.0%	-5%	-2%	-7%	0%	-54%[inhibitor]
O=P(O)(CP(=O)(c1ccccc1)c1ccccc1)c1ccccc1O	-6%	-3	1%	-1%	-2%	-0.1%	-5%	-1%	-4%	0%	-31%[inhibitor]
CCC(C)NC(=O)c1cc(Cl)c(NC(=O)C2=C(C)OCCS2)cc1OC (stereo unspecified)	27%	?	-6%	-3%	5%	0.2%	1%	1%	-28%	4%	16%
CCn1c(SCC(=O)c2c(N)n(C)c(=O)n(C)c2=O)nnc1-c1ccccc1	/	-1	0%	/	-1%	-0.3%	/	5%	/	-4%	/

Screening results as filed in PubChem BioAssay.
